Screens deposited in PubChem by The Scripps Research Institute Molecular Screening Center.
TEAD-YAP block: TEAD-YAP interaction inhibition; inhibition, % at 9.12 µM; 640,000 tested, 1.4% active; HEK-TIYL cells, TEAD-Gal4/YAP UAS-luciferase luminescence; in the data active means inhibition above about 32%;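 further: 0% = median of test compound wells and 100% = reference inhibitor wells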
MITF inh: human MITF inhibition, primary screen | O75030 | inhibition, % at 2.6 µM | 650,000 tested, 0.91% active | AlphaScreen MITF homodimerization, bead proximity signal; in the data active means inhibition above about 50%;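 further: 0% = vehicle wells with protein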
GPR151 ag: activators of human GPR151; Q8TDV0; PathHunter beta-arrestin GPR151 cells, luminescence; activation, % at 11.2 µM; 650,000 tested, 1% active; in the data active means activation above about 4.9%;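 further: 0% = median of compound wells and 100% = cells with positive control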
Target sequence (Q8TDV0 whole entry, looked up): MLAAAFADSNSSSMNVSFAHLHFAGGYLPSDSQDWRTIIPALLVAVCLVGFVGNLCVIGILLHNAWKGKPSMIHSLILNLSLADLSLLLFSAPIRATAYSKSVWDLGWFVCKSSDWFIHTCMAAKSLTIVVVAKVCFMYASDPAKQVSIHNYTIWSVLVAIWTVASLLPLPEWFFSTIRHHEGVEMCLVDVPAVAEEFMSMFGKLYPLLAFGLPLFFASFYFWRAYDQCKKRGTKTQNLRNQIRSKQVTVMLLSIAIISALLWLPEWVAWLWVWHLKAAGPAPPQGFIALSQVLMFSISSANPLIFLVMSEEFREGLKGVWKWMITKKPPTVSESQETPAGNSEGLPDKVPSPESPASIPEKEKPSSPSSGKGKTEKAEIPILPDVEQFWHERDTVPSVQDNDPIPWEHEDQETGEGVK
FBW7 activator: activators of human E3 ligase FBW7 | AlphaScreen FBW7–phospho-cyclin E peptide binding, activator screen | normalized activity (activation), % at 26.1 µM | Q969H0 | 650,000 tested, 0.13% active; in the data active means normalized activity above about 1.9%;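 further: purified mutant Fbw7 with reduced substrate affinity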
Target sequence (Q969H0 whole entry, looked up): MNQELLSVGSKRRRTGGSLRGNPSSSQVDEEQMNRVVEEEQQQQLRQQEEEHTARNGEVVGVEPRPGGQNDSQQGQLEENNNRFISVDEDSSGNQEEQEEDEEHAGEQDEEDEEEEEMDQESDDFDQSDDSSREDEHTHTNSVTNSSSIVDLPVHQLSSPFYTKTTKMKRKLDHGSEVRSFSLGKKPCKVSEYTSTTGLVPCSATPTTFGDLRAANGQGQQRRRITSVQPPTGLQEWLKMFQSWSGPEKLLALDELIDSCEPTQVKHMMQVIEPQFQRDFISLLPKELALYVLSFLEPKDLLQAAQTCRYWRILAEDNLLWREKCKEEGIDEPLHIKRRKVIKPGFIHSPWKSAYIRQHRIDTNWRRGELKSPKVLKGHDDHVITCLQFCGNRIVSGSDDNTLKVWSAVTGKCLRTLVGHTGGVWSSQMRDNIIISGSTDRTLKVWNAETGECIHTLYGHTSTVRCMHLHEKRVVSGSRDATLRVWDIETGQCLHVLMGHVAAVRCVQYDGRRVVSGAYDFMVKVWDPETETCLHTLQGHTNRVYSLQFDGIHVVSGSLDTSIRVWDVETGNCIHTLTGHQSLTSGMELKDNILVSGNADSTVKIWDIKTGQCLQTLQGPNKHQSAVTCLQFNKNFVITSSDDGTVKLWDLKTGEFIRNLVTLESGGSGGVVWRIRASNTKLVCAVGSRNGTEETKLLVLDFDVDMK
* = called active by the depositor; · = no result given.

Every second line gives: TEAD-YAP block	FBW7 activator	GPR151 ag	MITF inh
- COc1cc2c(cc1OC)CN(C(=O)c1c(C)nc3ccccn13)CC2
  4.3	-0.2	0.6	-7.1
- CC1CCCCN1C(=O)CSc1nnc(-c2cccnc2)n1Cc1ccccc1 (stereo unspecified)
  -11.8	0.3	-1.6	-4.3
- O=C(Nc1ccc(-c2nc3ccccc3s2)c(O)c1)c1cc(Br)ccc1Cl
  2.0	0.5	0.4	10.0
- CCOC(=O)c1cc(CC)sc1NC(=O)C1CC(=O)NN1Cc1ccccc1 (stereo unspecified)
  -5.2	0.5	-2.3	-1.3
- Cc1ccccc1NC(=O)C1CC2CCCN2C12C(=O)N(C)c1ccccc12 (stereo unspecified)
  7.3	-0.1	0.7	8.8
- COc1cc(OC)nc(Oc2ccccc2/C=N/NC(=O)OC(C)(C)C)n1
  -1.5	0.1	-1.0	6.5
- FC(F)(F)c1ccc(Cn2cnc3c(NCc4cccnc4)nc(-c4ccc(N5CCOCC5)nc4)nc32)cc1
  -12.6	0.3	-0.9	7.9
- O=C(c1cccc(Nc2nc(-c3ccccc3)c3cc(Br)ccc3n2)c1)N1CCCCC1
  3.6	-0.1	0.4	12.9
- O=C(Cc1cn(-c2ccc(Nc3ccc(C(F)(F)F)cc3)nn2)c2ccccc12)NC1CC1
  4.0	0.0	0.5	6.5
- O=C(NCCc1cccs1)C1CCCN1c1nnc(N2CCCC2=O)s1 (stereo unspecified)
  0.2	0.2	0.5	3.7
- Cc1nc(Cl)c2c3c(sc2n1)CC(C)CC3 (stereo unspecified)
  3.3	0.2	-0.5	-14.8
- CCN(CC)c1ncnc2sc(C(=O)N3CCN(C)CC3)c(C)c12
  16.9	0.3	0.4	16.8
- CCOC(=O)c1c(NC(=O)Cn2nc(C)cc2C)sc(C)c1C
  -8.5	0.0	2.1	7.8
- CN1C(=O)NC(c2cccc([N+](=O)[O-])c2)C2=C1CC(C)(C)CC2=O (stereo unspecified)
  -14.4	0.0	-0.2	-14.0
- CCCN1CCC(NCc2ccccc2Br)CC1
  -1.4	0.2	-0.7	-2.9

Compound profiles, as listed above. Order of screens: TEAD-YAP block	FBW7 activator	GPR151 ag	MITF inh
Results for `COc1cc2c(cc1OC)CN(C(=O)c1c(C)nc3ccccn13)CC2` = 4.3	-0.2	0.6	-7.1
Results for `CC1CCCCN1C(=O)CSc1nnc(-c2cccnc2)n1Cc1ccccc1` (stereo unspecified) = -11.8	0.3	-1.6	-4.3
Results for `O=C(Nc1ccc(-c2nc3ccccc3s2)c(O)c1)c1cc(Br)ccc1Cl` = 2.0	0.5	0.4	10.0

More entries
Every second line gives: TEAD-YAP block	FBW7 activator	GPR151 ag	MITF inh
- C1COCCOCCOCCOCCOCCOCCN1
  -5.2	0.0	1.4	-6.0
- CC(C)CC(=O)NNC(=O)c1ccc(Cl)cc1
  -8.4	0.1	0.4	3.8
- CCc1cccc(NS(=O)(=O)c2ccc3c4c2CC(=O)N4CC(C)S3)c1 (stereo unspecified)
  36.3*	-0.1	0.3	-2.7
- CCOC(=O)C1(C)NC(c2cccs2)C2C(=O)N(c3ccccc3)C(=O)C21 (stereo unspecified)
  -2.8	0.0	0.1	7.0
- Cc1ccc(CN(C(=O)c2csnn2)C(C(=O)NC(C)(C)C)c2ccncc2)cc1 (stereo unspecified)
  -7.0	0.0	-1.1	24.0
- COc1cccc(C(=O)NC(c2ccccc2)c2cc(Cl)c3cccnc3c2O)c1 (stereo unspecified)
  9.7	0.3	-1.4	16.3
- COC(=O)CC1C(=O)NCCN1C(=O)c1c(F)cccc1F (stereo unspecified)
  1.4	-0.1	1.2	5.2
- C(=N\Nc1nnc2c(n1)[nH]c1ccccc12)/c1ccncc1
  -0.8	0.5	0.3	8.2
- C[C@H]1C=C2C=C[C@H](C)[C@H](CC[C@@H]3C[C@@H](O)CC(=O)O3)[C@H]2[C@@H](OC(=O)[C@@H](C)CCO)C1
  ·	0.1	1.3	-22.9
- O=C(c1csc(-c2cnccn2)n1)N1CCc2ccccc2C1
  -8.4	-0.1	3.1	13.4
- C=CCOc1ccc(C2C3=C(CC(C)(C)CC3=O)OC3=C2C(=O)CC(C)(C)C3)cc1
  4.6	-0.1	1.4	13.7
- COc1ccc(N2CC(C(=O)N/N=C/c3cc([N+](=O)[O-])ccc3O)CC2=O)cc1 (stereo unspecified)
  9.2	-0.6	-0.9	19.6
- Cc1ccc(-c2nc3ncccn3c2Nc2ccc3c(c2)OCO3)o1
  -12.4	0.0	0.3	-1.6
- CC(=O)Nc1ccc2nc(SCC(=O)Nc3cccc(C)c3)sc2c1
  -14.8	0.1	3.0	5.8
- Cc1ccc(S(=O)(=O)NC(C)(C)CO)cc1
  -10.2	0.7	-0.1	0.9
- O=C(Nc1nc(-c2ccc(F)cc2)cs1)c1cc2cc(Br)cc(Br)c2oc1=O
  2.8	0.3	-0.6	100.5*
- COc1ccc(N2CCN(C(=O)[C@@H](NS(=O)(=O)c3ccccc3F)C(C)C)CC2)cc1
  0.4	-0.2	-0.1	-12.0
- O=C(COC(=O)c1ccccc1Nc1ccccc1)c1cccc([N+](=O)[O-])c1
  3.1	-0.6	1.4	23.7
- COc1ccc(CNC(=O)CCC2(Cc3cccc(OC)c3)CCC(=O)N2)cc1 (stereo unspecified)
  2.5	0.1	1.3	1.0
- CCC(c1nnnn1Cc1ccc2c(c1)OCO2)N1CCN(CC)CC1 (stereo unspecified)
  7.7	0.8	-2.3	8.4
- O=C(COc1cccnc1[N+](=O)[O-])Nc1ccc(F)c(F)c1F
  -0.7	0.0	-1.1	3.1
- CN1C(=O)c2ccc(NC(=O)c3ccccc3)cc2C1=O
  -2.0	0.0	-0.6	2.1
- CCC(Sc1nnc(-c2c[nH]c3ccccc23)n1C)C(=O)OC (stereo unspecified)
  -23.3	-0.2	0.5	-21.3
- O=C(N(CCN(Cc1ccccc1)C(=O)C(F)(F)F)Cc1ccccc1)C(F)(F)F
  3.9	0.0	2.1	1.0
- Cc1nc(N2CCCCC2)c2c(C)c(C(=O)N3CCN(c4ccccc4)CC3)sc2n1
  12.3	0.2	5.3*	2.6
- Nc1ccc(Nc2ccncc2[N+](=O)[O-])cc1
  13.1	-0.1	0.6	5.9
- COc1ccc(-c2c(C#N)c(SCC(N)=O)nc(C)c2C(=O)Nc2ccccc2)cc1OC
  1.7	0.1	-0.8	-83.0
- CCOC(=O)C1CCN(C(=O)C2CCN(C(=O)c3ccc([N+](=O)[O-])cc3)CC2)CC1
  5.4	0.0	0.1	-2.3
- COc1ccccc1C1CC(c2ccc(Br)cc2)=NN1C(=O)CCCC(=O)O (stereo unspecified)
  -4.4	0.0	1.0	8.0
- CC1CC(C)(C)NC(=S)N1CC(=O)Nc1ccc(OC(F)(F)F)cc1 (stereo unspecified)
  8.8	0.0	-0.1	-10.9
- CCOc1ccccc1N/C(SCc1cc(F)ccc1F)=C(/C#N)C(=O)NCc1ccccc1
  -7.0	-0.2	2.3	1.5
- O=C(Cc1cn(-c2ccc(Nc3ccc(C(F)(F)F)cc3)nn2)c2ccccc12)NCc1nc2ccccc2[nH]1
  0.1	0.0	0.2	-0.5
- O=C(Nc1ccc(F)c(Cl)c1)C1CCN(c2ccc(-n3cccn3)nn2)CC1
  2.4	0.1	0.0	10.4
- N#CC(C#N)=Cc1ccc(-c2ccccc2C(=O)O)o1
  0.8	-0.2	0.9	0.2
- COc1ccc(CC(CC(=O)O)C(=O)Nc2ccc(OC)cc2)cc1 (stereo unspecified)
  9.6	0.4	0.0	16.3
- Cc1ccc(C(=O)N2CCC(Oc3ccc(CN(C)Cc4cnn(C)c4)cc3)CC2)s1
  14.1	0.3	-0.9	0.7
- COc1cccc(-c2cccc3c2NC(=O)C3(C)Cc2cc(C)on2)c1 (stereo unspecified)
  -1.0	0.1	-0.2	14.3
- O=C(NCCCN1CCCC1=O)c1ccnc(N2CCC(N3CCOCC3)CC2)c1
  5.4	0.4	-1.1	-24.6
- CCCNc1nc(-c2ccc(N3CCOCC3)nc2)ncc1C
  -2.8	0.0	-1.0	8.8
- O=S(=O)(O)c1cccc(-n2cnnn2)c1
  3.9	0.0	2.1	-3.3
- CN(CC(=O)NCc1ccc(Cl)cc1)S(=O)(=O)c1cccc2cccnc12
  6.9	-0.1	-0.3	-5.5
- COc1ccc(CCNC(=O)CCCCCn2c(SCc3cc(=O)n4ccccc4n3)nc3cc4c(cc3c2=O)OCO4)cc1OC
  -0.2	0.1	0.0	-0.5
- Cc1cncc2c(S(=O)(=O)N3CC[C@H](N)C3)cccc12
  -4.3	-0.1	-1.6	6.8
- CCc1ccc(NC(=O)CN2C(=O)CSC2=O)cc1
  -8.4	-0.1	-0.3	2.2
- COCCCNC(=O)c1ccc2c(=O)n(Cc3ccc4c(c3)OCO4)c(=S)[nH]c2c1
  4.9	-0.1	0.9	7.5
- COc1cc(/C=N/NC(=O)C2CC(=O)N(c3ccc(C)cc3)C2)cc(OC)c1OC (stereo unspecified)
  3.8	-0.1	0.0	1.7
- COCCn1c(SCC(=O)NC2CCCCC2)nnc1-c1ccncc1
  -1.1	0.1	-0.1	-1.7
- Cc1cccc(C2(C(=O)O)CCCC2)c1
  -9.3	-0.1	0.9	7.9
- COc1cc2ccccc2cc1C(=O)Nc1nc(-c2ccc(I)cc2)cs1
  -7.9	0.0	-0.3	5.9
- Cc1noc(C)c1COC(=O)CC(NC(=O)c1ccccc1Cl)c1ccccc1 (stereo unspecified)
  -17.4	-0.3	2.3	-4.3
- Nc1nc(-c2ccc(F)cc2)cc(C(F)(F)F)n1
  1.9	0.1	0.5	-20.1
- Cc1ncsc1C(=O)N1CCCC(CNC(=O)c2ccc(-c3ccccc3)cc2)C1 (stereo unspecified)
  12.3	0.1	-0.6	4.8
- Cc1ccc(NC(=O)CC[C@H]2CN(Cc3cccnc3)CC[C@H]2N2CCCC2)cc1
  9.4	0.5	-1.5	1.7
- COc1ccc(NC(=O)c2cc3n(n2)C(C(F)(F)F)CC(c2ccc4c(c2)OCO4)N3)cc1OC (stereo unspecified)
  -1.0	-0.1	-1.0	-0.5
- Cc1ccccc1NC(=O)C1CCN(S(=O)(=O)c2ccc3c(c2)oc(=O)n3C)CC1
  2.4	-0.4	0.4	-5.2
- CCCn1nnnc1SCC(=O)NNC(=O)C(C)C
  -5.0	0.1	-0.2	2.7
- CC(C)N(CCNC(=O)c1cnc(-c2csc3ccccc23)s1)C(C)C
  3.3	0.0	-1.2	-4.2
- Cc1ccc(N(Cc2ccc(F)cc2)S(C)(=O)=O)cc1C
  4.7	0.8	2.5	18.6
- O=C(CCCOc1ccc(Cl)cc1Cl)NCc1ccncc1
  15.7	0.4	-0.2	-4.0
- CCOC(=O)c1cc(S(=O)(=O)NCCc2ccc(OC)c(OC)c2)cn1C
  3.0	-0.1	-1.6	-3.7

(more compounds)
Every second line gives: TEAD-YAP block	FBW7 activator	GPR151 ag	MITF inh
- CCCCN(C)C(=O)C1CCC(Cn2c(=O)[nH]c3ccccc3c2=O)CC1 (stereo unspecified)
  5.5	0.5	0.0	11.2
- CC1CCN(C(=O)c2ccc(NC(=O)C3CC(=O)OC34CCCCC4)cc2)CC1 (stereo unspecified)
  -4.2	0.0	-0.6	4.0
- O=C1NC(c2ccco2)Nc2sc3c(c21)CCN(Cc1ccccc1)C3 (stereo unspecified)
  10.1	0.1	-1.0	10.1
- COc1ccc(OC(=O)CCc2ccccc2)cc1
  -4.6	-0.1	0.6	-36.1
- COc1ccc(Br)cc1/C=C1/N=C(c2cccc(Cl)c2Cl)OC1=O
  -2.8	0.0	-1.2	4.3
- Cc1c(Cl)cccc1NC(=O)CCN1CCN(C)CC1
  -8.6	1.4	-0.9	11.0
- CC1CCCCN1CCCNc1ccc(N2C(=O)C3CC=CCC3C2=O)cc1[N+](=O)[O-] (stereo unspecified)
  5.2	-0.4	0.4	1.6
- O=C(CN1C(=O)c2cccc3cccc(c23)C1=O)N1CCc2ccccc2C1
  6.9	0.0	-0.2	2.2
- COc1cccc(NC(=O)Nc2nnc(N3CCCC(C)C3)s2)c1 (stereo unspecified)
  -0.9	0.0	4.8	3.2
- CCC[C@@H]1NC(=O)[C@H]2CN(C(=O)c3ccccc3Cl)CCN2C1=O
  3.9	0.0	1.1	5.1
- COc1ccc(C)cc1NC(=O)CSc1nc(=O)n(Cc2cccnc2)c2c1CCC2
  5.5	-0.3	0.5	2.2
- COc1ccc(N(CC(=O)Nc2ccccc2F)S(C)(=O)=O)cc1Cl
  13.7	0.5	-1.0	15.8
- O=c1cc(CSc2nc(NCc3ccc(Cl)cc3)c3ccccc3n2)nc2ccc(Cl)cn12
  0.9	0.2	0.8	11.8
- CCN1CCN(CCOc2ccc(-c3ccccc3)cc2)CC1
  -14.9	-0.3	-0.1	76.4*
- Cc1nn(-c2ccc(N3CCN(S(=O)(=O)c4ccc(F)cc4F)CC3)nn2)c(C)c1C
  3.9	-0.1	-0.5	2.8
- O=C(NCc1ccc(F)cc1)c1cc2n(n1)C(C(F)(F)F)CC(c1ccc(Cl)cc1)N2 (stereo unspecified)
  20.0	0.1	-1.2	20.1
- CC(=O)Nc1ccc(Nc2nc(NCc3cccnc3)nc3c2ncn3CCN2CCCC2=O)cc1
  -6.6	-0.1	-0.2	17.5
- Cc1ccc(C)c(-n2c(CNC(=O)COc3ccccc3)nnc2SCC(=O)Nc2nccs2)c1
  -2.2	0.0	-0.3	-3.1
- Cc1cccc(C(=O)Nc2ccc(S(=O)(=O)N3CCC(C)CC3)cc2)c1
  4.4	-0.1	0.6	-3.5
- O=C(O)CCC(=O)OC1CC2CCC1C2 (stereo unspecified)
  -0.2	0.0	1.7	-2.2
- Cc1cccc(Cc2nnc(CCC(=O)N(C)CC3CCN(CC(C)C)CC3)o2)c1
  0.9	0.3	-1.8	11.7
